Pf Dd2 growth = inhibitors of Plasmodium falciparum Dd2 growth. P. falciparum Dd2 growth, SYBR Green, 72 h. Potency, µM (titrated, usually from 28.9 µM), for the others: at the top dose activity, negative = inhibition, usual class: inhibitors. 4.3% of 120,000 active; active = well fitted inhibition curve with a large enough effect; inconclusive = small, poorly fitted or top-dose-only effect; inactive = no such curve, though single readings can be large or run the other way;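 note: plate controls were DMSO vehicle for no effect and reference drug for full effect; nearly all actives have a fitted effect of over 65% in size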
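Infected erythrocytes (Dd2, 0.3% parasitemia, 2.5% hematocrit final) are added to compound in RPMI-1640/Albumax II medium, grown 72 h at 37C in low oxygen, then lysed with saponin/Triton-X containing SYBR Green and read by fluorescence.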
The depositor's hits bear a star; i = inactive; ? = inconclusive; [ ] = dose if it differs, or a comment. Potency is the fitted concentration of half-maximal effect. A portion of the library; rates above refer to the full screens.

SMILES	Pf Dd2 growth
Cc1cc(C(=O)N2CCC(OCCOc3ccc(F)cc3)CC2)nn1C	?
COC[C@H]1CCCN1Cc1nc(C2(O)CCN(C(=O)Nc3ccc(F)cc3)CC2)cs1	-21%
CCCC(=O)N1CCn2c(nnc2[C@@H]2C[C@@H](O)CN2Cc2ccccc2)C1	?
NC(=O)[C@@H](Cc1c[nH]c2ccccc12)NC(=O)[C@@H]1CN(S(=O)(=O)c2ccccc2)CCN1C(=O)C1CCNCC1	2%
Cc1cccc(NC(=O)CSc2cn(CC(=O)N3CCCCCC3)c3ccccc23)c1	i
CCN(CC)CCNC(=O)c1ccc(-c2nc(CN3CCc4ccccc43)c(C)o2)cc1	?
Cc1ccc(-c2csc(=Nc3ccccc3)n2Cc2ccc3c(c2)OCO3)cc1	?
COc1ccc(C2(C(=O)NCCc3ncc(C)n3C3CC3)CC2)cc1	2.5µM*
NC(=O)[C@@H]1CN(C(=O)C2CCCC2)C[C@H]1COc1ccccc1	4%
CCC(=O)N1CCc2c(sc3ncnc(NCc4cccnc4)c23)C1	-11%
COc1ccc(-c2ccccc2)cc1N1C(=O)[C@@H]2C[C@H]1CN2C(=O)[C@H]1CCCN1	-18%
Cc1ccc(OCC(=O)N2CCN(Cc3ccc(F)cc3)CC2)cc1	i[5.79 µM]
CN1CC2(CCN(S(C)(=O)=O)CC2)CC1C(=O)N1CCOCC1 (stereo not given)	17%
CN1C[C@H](O)C[C@H]1c1nnc2n1CCN(C(=O)c1cccnc1)CC2	9%
COc1ccccc1NC(=O)CSC1=Nc2ccccc2C2=NC(CC(=O)NCc3ccco3)C(=O)N12 (stereo not given)	24%
CC(=O)c1cc(-c2nc(C3CCOC3)no2)cs1 (stereo not given)	-10%
O=C1c2cnc(-c3cc4ccccc4o3)nc2OCCN1CC1CC1	-20%[44.1 µM]
Cc1cc(C)cc(NC(=O)NCCn2nnc3cc(S(=O)(=O)N(C)C)ccc32)c1	-5%
CCC(C)N1CCN(C(=O)CCc2ccc3c(c2)CN(C(=O)C2CC2)CCO3)CC1 (stereo not given)	-3%
COc1c(Cl)cc(Cl)cc1/C=C(\C#N)c1nc(-c2ccc(Cl)cc2)cs1	77%[activator]
C[S+](=O)([O-])N1CC2(CCN(Cc3c[nH]c4ccccc34)CC2)Cc2ccccc21	11µM*
Cn1c(=O)n(C)c2cc(S(=O)(=O)N[C@@H]3CCOC[C@H]3O)ccc21	0%
CCN1CCN(C(c2ccc(OC)cc2)c2c(O)cc(C)n(CCOC)c2=O)CC1 (stereo not given)	i
CCCN(CC1CCOC1)S(=O)(=O)c1ccccc1CC (stereo not given)	7%[5.79 µM]
CCn1c(C)c(C)c2cc(C(=O)NCc3ccc(OC(C)C)cc3)ccc21	39%[activator]
Cn1c(C(=O)N2CCc3c(n(CCOc4ccccc4)n(-c4ccccc4)c3=O)C2)cc2ccccc21	?
O=C(c1ccc(Cl)cc1)N1CC2(CCN(Cc3cccnc3)CC2)Cc2ccccc21	-26%
CCOc1ccccc1N(C)C(=O)c1nn(-c2ccc(C)cc2)c(=O)c2c1c1ccccc1n2C	i
Cc1ccc(C(=O)N[C@H]2CO[C@H]3[C@@H]2OC[C@@H]3Nc2nccc(-c3ccc4c(c3)OCO4)n2)cc1	?
CCCN(CC1CCOC1)C(=O)Nc1c(C)cccc1C (stereo not given)	7%[5.79 µM]
CCOC(=O)c1c(S(=O)(=O)N2CCCC(C(=O)Nc3cccc(C)n3)C2)c(C)n(C)c1C (stereo not given)	i
COc1ccc(CCc2nc3nccc(-c4cccc(OC)c4)n3n2)cc1	i
NC(=O)[C@@H](Cc1c[nH]c2ccccc12)NC(=O)[C@@H]1CN(C(=O)Nc2ccccc2)CCN1C(=O)C1CCCCC1	i
CCN(CC)CC(=O)N1CCCC(N2CCN(c3ccc(F)cc3)CC2)C1 (stereo not given)	?
CCN(CC)CCN(C(=O)c1ccco1)c1nc2c(C)c(C)ccc2s1	?
CC(C)c1ccc(OC(=O)c2cc(-c3ccc(Cl)cc3)on2)cc1	28%
COCCC(=O)N1CCC(C2CCN(C(C)=O)CC2)C1 (stereo not given)	12%
COc1cccc(C(=O)Nc2ccc3nc(SCc4ccc(C)cc4)sc3c2)c1	?
O=C(c1ccc(C(F)(F)F)cc1)N1CCn2c(nnc2-c2cccnc2)C1	12%
c1ccc2ncc(CNC[C@H]3COCc4nc5ccccc5n43)cc2c1	-26%[44.1 µM]
CCOC(=O)Cn1c(=O)n(C2CCCCC2)c2nc(-c3ccccc3Cl)nc(C(N)=O)c21	?
COc1cc2c(=O)n(CCC(=O)NCC3CCCO3)c(=O)n(CC(=O)Nc3ccc(F)cc3)c2cc1OC (stereo not given)	?
CC1=C(C#N)C(NC(=O)c2cccc(Cl)c2)(C(F)(F)F)C(=O)N1 (stereo not given)	32%
Cc1ccc(C)c(C(=O)NCc2nnc3c(-c4nc(C5CC5)no4)cccn23)c1	-14%
O=C(NCCO)C1CC(=O)N(c2n[nH]c3ccccc23)C1 (stereo not given)	2%
CCOc1ccc(-c2cc(NC(=O)Nc3ccc(Cl)cc3)c(C(=O)OC)s2)cc1	?
Cc1ccc(S(=O)(=O)c2cc3cc(C(=O)O)ccc3oc2=O)cc1	3%
Cc1cc(C)n(-c2nc3cc(Cl)c(Cl)cc3nc2Nc2c(C)cccc2C)n1	7%
CC1(c2ccccc2)N(Cc2cccnc2)C(=O)OC12CCN(Cc1ccc3c(c1)CCO3)CC2 (stereo not given)	-24%
COc1ccc(Cl)cc1NC(=O)CSc1nc2ccccc2c2nc(-c3ccccc3)nn12	107%[activator]
O=C(NCCc1ccc(Cl)cc1)C1CCc2nnc(C3CCN(C(=O)c4cccnc4)CC3)n21 (stereo not given)	i
CCOc1ccc(NC(=O)c2oc(=O)c3ccccc3c2-c2ccc(C)cc2)cc1	i
CCc1ccc(-c2[nH]c3c(c2-c2c(-n4cccc4)n(C)c(=O)n(C)c2=O)c(=O)n(C)c(=O)n3C)cc1	i
CCCN(CC1CCOC1)C(=O)Nc1ccc(C)cc1Cl (stereo not given)	3%[5.79 µM]
Cc1cccn2c(=O)c3cc(C(=O)NCc4ccccc4Cl)sc3nc12	13%
COc1ccc([C@H]2C[C@@H](O)[C@@H](O)[C@@H]2NCc2ccccc2)cc1	-1%[44.1 µM]
CS(=O)(=O)N1CCC(CC(=O)N2CC=C(c3ccccc3)CC2)C1 (stereo not given)	?
NCCCC(=O)N1CCCCC1c1nnc2n1CCNC2 (stereo not given)	-13%
O=C(c1ccccc1)N1CCC(Oc2ncccc2C(=O)N2CCCCC2)C1 (stereo not given)	-6%
CC(=O)N1c2ccc(S(=O)(=O)N3CCCCCC3)cc2CC1C(=O)NCc1ccc(Cl)cc1 (stereo not given)	21%

Reformatted: results already given
SMILES,Pf Dd2 growth
O=C(NCCO)C1CC(=O)N(c2n[nH]c3ccccc23)C1 (stereo not given),2%
CCOc1ccc(-c2cc(NC(=O)Nc3ccc(Cl)cc3)c(C(=O)OC)s2)cc1,?
Cc1ccc(S(=O)(=O)c2cc3cc(C(=O)O)ccc3oc2=O)cc1,3%
Cc1cc(C)n(-c2nc3cc(Cl)c(Cl)cc3nc2Nc2c(C)cccc2C)n1,7%
CC1(c2ccccc2)N(Cc2cccnc2)C(=O)OC12CCN(Cc1ccc3c(c1)CCO3)CC2 (stereo not given),-24%
COc1ccc(Cl)cc1NC(=O)CSc1nc2ccccc2c2nc(-c3ccccc3)nn12,107%[activator]
O=C(NCCc1ccc(Cl)cc1)C1CCc2nnc(C3CCN(C(=O)c4cccnc4)CC3)n21 (stereo not given),i
CCOc1ccc(NC(=O)c2oc(=O)c3ccccc3c2-c2ccc(C)cc2)cc1,i
CCc1ccc(-c2[nH]c3c(c2-c2c(-n4cccc4)n(C)c(=O)n(C)c2=O)c(=O)n(C)c(=O)n3C)cc1,i
CCCN(CC1CCOC1)C(=O)Nc1ccc(C)cc1Cl (stereo not given),3%[5.79 µM]
Cc1cccn2c(=O)c3cc(C(=O)NCc4ccccc4Cl)sc3nc12,13%
COc1ccc([C@H]2C[C@@H](O)[C@@H](O)[C@@H]2NCc2ccccc2)cc1,-1%[44.1 µM]
CS(=O)(=O)N1CCC(CC(=O)N2CC=C(c3ccccc3)CC2)C1 (stereo not given),?
NCCCC(=O)N1CCCCC1c1nnc2n1CCNC2 (stereo not given),-13%
O=C(c1ccccc1)N1CCC(Oc2ncccc2C(=O)N2CCCCC2)C1 (stereo not given),-6%

The list continues:
SMILES	Pf Dd2 growth
COc1ccc(-n2c3c(cc(-c4nc(-c5ccc(Cl)cc5)cs4)c2=O)C(=O)CC(C)(C)C3)cc1Cl	8%
O=C([C@@H]1C[C@H](Oc2ccccc2)CN1C(=O)C1CCC1)N1CCOCC1	-4%
COC1C(=O)N(CC2CC2)C12CCNCC2 (stereo not given)	-1%
CCOCCCNC(=O)c1cn(CC(C)C)c(=O)c2c1c1ccccc1n2C	25%
Cc1ccccc1N1CC(c2nnc(NC(=O)c3ccco3)s2)CC1=O (stereo not given)	-10%
COCCN1CCC(C(=O)Nc2cccc(NC(=O)Cc3ccccc3)c2)C1 (stereo not given)	?
COc1ccccc1C(=O)N1CCC2(CC1)COc1ccccc1CN2	?
O=C(Nc1ccc(Cl)cc1Cl)c1cnn2c1CN(C(=O)OCc1ccccc1)CC2	15%
COCCN1C(=O)c2cccn2CC1CNC(=O)Cc1cccc(F)c1 (stereo not given)	-12%
O=C(Cc1ccccc1)NCC1CN(C(=O)Cc2cccc(C(F)(F)F)c2)CC12CN(c1ccccc1)C2 (stereo not given)	i
Cc1nncn1C1CCN(S(=O)(=O)c2ccc(C(C)C)cc2)CC1	i
COC[C@H]1C[C@@H](NC(=O)c2ccc(OC)cc2)[C@H](O)[C@@H]1O	7%[44.1 µM]
COc1ccc(NC(=O)CSc2nc(C)cc(C)c2C(=O)Nc2cccc(C)c2)cc1	?
Cc1ccc(NC(=O)CSc2nccn2Cc2ccc3c(c2)OCO3)c(C)c1	10%
Clc1cccc(-n2ncc3c(NCCC4=CCCCC4)ncnc32)c1	4%
Cc1cc(C)cc(C(=O)N2CCC(c3n[nH]c(=O)n3Cc3ccc(F)cc3)CC2)c1	?
C[S+](=O)([O-])CCn1ncc2cc(OCc3cccc(-c4ccoc4)c3)ccc21	-23%[44.1 µM]
Cc1ccc(-c2noc([C@@H]3CCCN3C(=O)c3ccccn3)n2)cc1	18%
CCn1cc(C(=O)N2CCN(c3ccccc3OC)CC2)c2cc(OC)c(OC)cc2c1=O	-9%
COCc1c(C(=O)N[C@@H]2CN(Cc3cccnc3)C[C@H]2CN(C)C)noc1C	3%
O=C(CCc1ccccc1)N1CCc2c(nc(-c3ccc(F)cc3)[nH]c2=O)C1	?
c1csc(-c2nc3ccccn3c2Nc2ccc3c(c2)OCCO3)c1	17%
COc1ccccc1N1CCN(c2ncccc2CNC(C)Cn2ccnc2)CC1 (stereo not given)	?
Cc1ccc(C(=O)N2CCc3c(nc4cc(-c5ccccc5)[nH]n4c3=O)C2)cn1	?
COc1ccc(N2CCN(c3oc(/C=C/c4ccccc4OC)nc3C#N)CC2)cc1	36%[activator]
Cc1cc(C(=O)N2CCCC(c3nnnn3C)C2)nn1C (stereo not given)	16%
C=Cc1ccc(CSc2nc(-c3ccccc3C)nc3c2Cc2c(CO)cnc(C)c2O3)cc1	5.6µM*
Cc1ccc(C)c(N2CCN(S(=O)(=O)c3cc(Br)cc4c3N(C(=O)C3CC3)CC4)CC2)c1	49%
O=C1OCCN1C1CCN([S+](=O)([O-])c2cccc(C(F)(F)F)c2)CC1	-17%
CC(C)(C)C(=O)N[C@H]1CO[C@H]2[C@@H]1OC[C@@H]2Nc1nccc(-c2cccc(F)c2)n1	10%[44.1 µM]
CC1CCCN(C(=O)c2cc(-c3cnn(CCO)c3)nc3cc(Cl)ccc23)C1 (stereo not given)	?
COc1ccccc1CNC(=O)COCc1cc(-c2cccs2)on1	11%
CCCCN(C)CCNC(=O)c1ccc2c(c1)NC(=O)CN2	32%[activator]
COc1ccccc1-c1nc(C(=O)N(C)C)n2ccccc12	-8%[44.1 µM]
CCN1CC2(CCN(C(=O)COC(C)C)CC2)CC(c2ccccc2)C1=O (stereo not given)	5%
CC1=C(C(=O)Nc2ccccc2)C(c2ccncc2)n2nc(SCc3ccccc3Cl)nc2N1 (stereo not given)	17%
CS(=O)(=O)N1CCC(C2CCNC2)CC1 (stereo not given)	-2%
C=CCn1c(CN2C[C@@H]3C(C(=O)N(C)C)[C@@H]3C2)nc2ccccc21 (stereo not given in full)	-29%
Cc1cc(C(=O)N2CC[C@](O)(c3ccccc3)[C@H](N(C)C)C2)n[nH]1	27%[5.79 µM]
O=C(Nc1ccc(Cl)cc1C(F)(F)F)c1cc(S(=O)(=O)N2CCOCC2)ccc1F	?
CCCCN(CC)C(=O)CCCn1c(=O)c2cccn2c2ccccc21	?
Cc1nc(C(=O)N2CC[C@H](n3nnc(C(N)=O)c3C(N)=O)C[C@H]2C(=O)N[C@@H](Cc2cccs2)C(N)=O)cs1	-1%
CC1(C(=O)NCC2CCCCC2)CCCCC(=O)N1 (stereo not given)	i
Cc1nn2c(=O)cc(COC(=O)c3cccc(NC(=O)COc4ccccc4C)c3)nc2s1	-15%
O=C(Cc1ccccc1Cl)NC1CCN(c2cc(-c3ccccc3)[nH]n2)C1 (stereo not given)	i
CC(=O)c1ccccc1OCC(O)Cn1c(CO)nc2ccccc21 (stereo not given)	i
CCn1c2c(c(=O)n1-c1ccccc1)CCN(C(=O)c1ccc(Oc3ccccc3)cc1)C2	?
COc1ccc(CC(=O)N2CCC(Cc3nc(-c4ccccc4)no3)CC2)cc1OC	i
COc1ccc(-c2nnc(CCC(=O)N3CCCCC3)c(=O)[nH]2)cc1	?
CC(=O)Nc1ccc(CN(C)Cc2ccc(-c3ccccc3)cc2)cc1	?
CC(C)CNc1nc(Oc2ccc(OCC(N)=O)nn2)nc(N2CCOCC2)n1	-6%
CCOC(=O)c1oc2ccc(S(=O)(=O)n3nc(-c4ccc(C)cc4)cc3N)cc2c1C	-23%
